HIV peptide binding: cell-free HIV fusion peptide-binding blockers – biochemical, uHTS, fluorescence dequenching, primary screen (AID 1986); 290,000 tested, 0.3% active; inhibition, % at 20 µM; hits with a dose series show IC50 in µM; cell-free peptide binding, fluorescence dequenching, 30 min; higher % means a stronger effect; in the data active means inhibition mostly above about 52%, no sharp cut-off; inactive means mostly below about 76%; further: some results filed as inactive read as strong as hits
GPR55 antagonists: inhibition of LPI-stimulated GPR55 beta-arrestin translocation – imaging, U2OS, beta-arrestin-GFP, LPI agonist, primary screen (AID 2013); inhibition, % at 10 µM; hits with a dose series show IC50 in µM; 290,000 tested, 0.13% active; U2OS GPR55 beta-arrestin-GFP translocation imaging, LPI antagonism; higher % means a stronger effect;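 active means spots per cell inhibited over 60%, with over 100 cells counted and total cytoplasm intensity under 500,000; inconclusive means wells with under 100 cells, flagged as likely toxic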;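 further: U2OS cells stably carrying GPR55 and arrestin-GFP stimulated by 5 µM LPI near EC80; imaged beta-arrestin-GFP aggregate spots per cell after agonist stimulation; plate controls were LPI-stimulated DMSO wells for no effect and DMSO wells without LPI for full effect; some results filed as inactive read as strong as hits; confirmed hits need IC50 under 10 µM and bright autofluorescent wells are also inconclusive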
GPR55 activation: selective activators of receptor GPR55 – imaging, U2OS cells, beta-arrestin-GFP redistribution, primary screen (AID 1961); U2OS GPR55 beta-arrestin-GFP redistribution imaging; higher % means a stronger effect; one-dose activation, % at 10 µM; EC50 in µM for titrated hits; 290,000 tested, 0.048% active;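 active means activation above 40% with more than 50 cells counted in the well; inconclusive means wells holding fewer than 50 cells, flagged as toxic or sparse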;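 further: U2OS osteosarcoma cells stably expressing GPR55 and beta-arrestin-GFP; plate controls were DMSO negative control for no effect and LPI positive control for full effect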
NOD1 inhibition: inhibition of NOD1-driven NF-kB reporter – cell-based, luminescence, uHTS, primary screen (AID 1578). inhibition, % at 4 µM, or EC50 in µM where a hit was titrated. NOD1-driven NF-kB luciferase reporter cells, luminescence; higher % means a stronger effect. 290,000 tested, 1% active; in the data active means inhibition mostly above about 36%, no sharp cut-off; inactive means mostly below about 34%;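 further: HEK-293T reporter cells stimulated with the NOD1 agonist gamma-tri-DAP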
GPR35 arrestin U2OS: GPR35 antagonists blocking zaprinast-driven arrestin recruitment, primary screen, imaging, U2OS, beta-arrestin-GFP, zaprinast agonist (AID 2058); U2OS GPR35 beta-arrestin-GFP translocation imaging, zaprinast antagonism; higher % means a stronger effect; one-dose inhibition, % at 10 µM; IC50 in µM for titrated hits; 290,000 tested, 0.052% active;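 active means inhibition of at least 50% with at least 30 cells and total cytoplasm GFP at most 10,000,000; inconclusive means under 30 cells or total GFP of 10,000,000 plus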
KOR beta-arrestin-1: kappa opioid receptor activators – cell-based, luminescence, uHTS, primary screen (AID 1777); KOR beta-arrestin recruitment, luminescence; higher % means a stronger effect; one-dose activation, % at 10 µM; EC50 in µM for titrated hits; 280,000 tested, 0.02% active; in the data active means activation above about 50%, passing the limit was not always enough; further: a part of the inactive calls stands beside numbers as strong as those of hits
Myeloid diff 2: promotes myeloid progenitor differentiation; ER-HoxA9 myeloid progenitors, lysozyme-GFP differentiation, flow cytometry; calls only at 10 µM; 360,000 tested, 1% active; AID 624256;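 active means normalized GFP-positive differentiation at or above the plate's own cutoff, the solvent-only control mean plus 3 SD; inconclusive means no clear call, values can overlap the other calls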;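 further: cells exposed to compound for four days before flow analysis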
KOR beta-arrestin-2: KOR antagonists, beta-arrestin recruitment, cell-based, luminescence, uHTS (AID 1778); 290,000 tested, 0.091% active; one-dose inhibition, % at 10 µM; IC50 in µM for titrated hits; KOR beta-arrestin recruitment, luminescence, antagonist mode; higher % means a stronger effect; further: strong numbers were not always called active
HEK293 NOD2/NF-kB: inhibition of NOD2-driven NF-kB reporter – cell-based, luminescence, uHTS, HEK293 (AID 1566) | HEK293 NOD2/NF-kB luciferase reporter, luminescence; higher % means a stronger effect | one-dose inhibition, % at 4 µM; EC50 in µM for titrated hits | 290,000 tested, 0.63% active; further: many of its hits are not listed in these tables
Myeloid diff 2 GFP+ MAC1+ %: second read-out of Myeloid diff 2, no call of its own (marks repeat the call); GFP+ MAC1+ double positive, %; measured here: differentiation confirmed by MAC1 staining
An asterisk follows results filed as active; i = inactive; ? = inconclusive; · = not tested or not shown; & = joins results of further samples; [ ] = remark or other dose. Unless noted, no stated cut-off is given here; in the data, active means inhibition above about 50%; inactive means the rest. These rows are one share of the data. The share of hits here may be higher or lower than overall.

Every second line gives: GPR35 arrestin U2OS, Myeloid diff 2, KOR beta-arrestin-2, GPR55 antagonists, HEK293 NOD2/NF-kB, KOR beta-arrestin-1, GPR55 activation, NOD1 inhibition, Myeloid diff 2 GFP+ MAC1+ %, HIV peptide binding
- COc1ccc(S(=O)(=O)N2CCN(CC(O)COc3ccc(C#N)cc3)CC2)cc1OC (centres undefined)
 : 2%, i, -5%, 6%, 2%, -0.9%, 0.6%, -3%, 0.8, -2.1%
- O=C(CSCc1c(Cl)cccc1Cl)Nc1ccccc1C(=O)N1CCOCC1
 : 3%, ·, 0%, -7%, -9%, 1.3%, -0.2%, -21%, ·, -1.2%
- CCc1nn(CCCC(=O)Nc2ccc(C)cc2C)c(=O)c2cc3occc3n12
 : 6%, i, -4%, 9%, 18%, -5.3%, 0.1%, 2%, 4.4, 0.7%
- COC(=O)c1ccc(/C=N/NC(=O)CC(=O)NCc2cccnc2)cc1
 : -4%, i, 2%, -11%, 9%, -0.7%, 0.9%, -39%, 0.3, 1.9%
- COc1ccc(NC(=S)Nc2ccc(S(=O)(=O)N3CCOCC3)cc2)c(OC)c1
 : 14%, i, 14%, -5%, 9%, -2.7%, 0.1%, -20%, 0.1, -1.4%
- COc1ccc(-c2csc(-c3cc4ccccc4oc3=N)n2)cc1
 : -13%, i, 22%, 3%, -9%, -4.3%, -0.1%, 6%, 0.5, 6.8%
- CCOC(=O)NC(=S)Nc1ccc(C(C)(C)C)cc1
 : -3%, i, 28%, -1%, -17%, ·, 0.2%, -4%, 0.2, -2.6%
- COC(=O)c1ccc(-c2ccc(/C=N/N3C(=O)C4C5C=CC(CC5)C4C3=O)o2)cc1 (centres undefined)
 : 5%, i, -62%[20 µM], 6%, -75%, ·, 0.5%, -13%, 0.1, -0.9%
- COc1cc(CNCCc2ccc(S(N)(=O)=O)cc2)ccc1OCC(=O)N1CCCCC1
 : 6%, i, 5%, 9%, 7%, -4.2%, -0.1%, -19%, 1.6, 3.0%
- CSC(=NC1CCCCC1)NS(=O)(=O)c1ccccc1
 : 7%, i, 39%, 8%, 0%, -5.3%, -0.3%, -1%, 1.6&1.1, 1.9%
- COc1ccc(Sc2cc(C(F)(F)F)nc(-c3ccccn3)n2)cc1
 : 8%, i, -21%, 2%, 25%, 4.9%, -0.1%, 16%, 0.8, -3.0%
- O=C(NC(=S)NCCN1CCOCC1)c1cccc(Cl)c1
 : -3%, i, 0%, 15%, 11%, -3.5%, 0.0%, 26%, 4.9, -2.5%
- Cc1ccc(-n2c(Cc3ccccc3)nnc2SCC(=O)NNC(=O)Cc2ccccc2)cc1
 : -5%, i, 28%, 2%, 10%, 6.7%, -0.1%, 14%, 1.3, -3.3%
- O=C(CCNS(=O)(=O)c1ccc(Br)s1)Nc1ccc(Cl)cc1
 : -4%, i, 12%, -1%, -17%, -2.6%, 0.3%, 11%, 5.5, -0.9%
- Cn1c(=O)c(NC(=O)c2ccccc2)c2n(c1=S)CCCCC2
 : -3%, ?, 11%, 19%, 5%, -1.6%, 0.3%, ·, ·, 0.4%
- COC(C(=O)Nc1ccnn1C1CCN(Cc2ccc(Cl)s2)CC1)c1ccccc1 (centres undefined)
 : -5%, i, 7%, 9%, 5%, 1.8%, 0.3%, 16%, 1.2, 2.6%
- O=c1cc(O)c2sc(Nc3ccc(Cl)c(F)c3)nc2[nH]1
 : -14%, i, -24%, -11%, 2%, 2.0%, -1.9%, -7%, 0.5, 47%
- CCc1sc(C(=O)Nc2cccc(C(C)=O)c2)cc1C
 : -14%, i, 22%, 2%, -19%, -5.9%, -0.6%, -8%, 0.3, -2.6%
- COc1ccc(CCNC(=O)c2cc(-c3ccncc3)nc3c(Cl)cccc23)cc1OC
 : -10%, i, -86%[20 µM], 17%, 13%, 5.6%, 0.2%, -18%, 0.3, 1.0%
- Cc1ccc(C)c(N(CC(=O)Nc2ccccc2C(=O)NCc2ccco2)S(=O)(=O)c2ccccc2)c1
 : -14%, i, 2%, 8%, -27%, -4.7%, -0.1%, 4%, 1.2, 1.5%

A draw from above in order of SMILES length, largest number first.
Every second line gives: GPR35 arrestin U2OS, Myeloid diff 2, KOR beta-arrestin-2, GPR55 antagonists, HEK293 NOD2/NF-kB, KOR beta-arrestin-1, GPR55 activation, NOD1 inhibition, Myeloid diff 2 GFP+ MAC1+ %, HIV peptide binding
- Cc1ccc(C)c(N(CC(=O)Nc2ccccc2C(=O)NCc2ccco2)S(=O)(=O)c2ccccc2)c1
 : -14%, i, 2%, 8%, -27%, -4.7%, -0.1%, 4%, 1.2, 1.5%
- COc1ccc(S(=O)(=O)N2CCN(CC(O)COc3ccc(C#N)cc3)CC2)cc1OC (centres undefined)
 : 2%, i, -5%, 6%, 2%, -0.9%, 0.6%, -3%, 0.8, -2.1%
- COC(=O)c1ccc(/C=N/NC(=O)CC(=O)NCc2cccnc2)cc1
 : -4%, i, 2%, -11%, 9%, -0.7%, 0.9%, -39%, 0.3, 1.9%
- O=c1cc(O)c2sc(Nc3ccc(Cl)c(F)c3)nc2[nH]1
 : -14%, i, -24%, -11%, 2%, 2.0%, -1.9%, -7%, 0.5, 47%
- O=C(NC(=S)NCCN1CCOCC1)c1cccc(Cl)c1
 : -3%, i, 0%, 15%, 11%, -3.5%, 0.0%, 26%, 4.9, -2.5%

The list goes on.
Every second line gives: GPR35 arrestin U2OS, Myeloid diff 2, KOR beta-arrestin-2, GPR55 antagonists, HEK293 NOD2/NF-kB, KOR beta-arrestin-1, GPR55 activation, NOD1 inhibition, Myeloid diff 2 GFP+ MAC1+ %, HIV peptide binding
- CC(=O)Nc1ccc2nc(NC(=O)c3cccs3)sc2c1
 : -22%, i, 16%, 10%, -141%, -4.1%, -0.1%, 3%, 0.3, -2.2%
- COc1ccc(-c2c(C#N)c(C)nc3c2C(=O)c2ccccc2-3)cc1
 : -3%, i, -26%, -7%, -12%, 4.5%, -0.1%, 7%, 0.9, 3.8%
- Cc1cc2c(c(SCC(=O)NCCc3ccccc3)n1)C(=O)OC2
 : -11%, i, 3%, -4%, 1%, 4.1%, 0.3%, -20%, 1.3, -0.5%
- Cc1cc(-c2nnc(SCC(=O)Nc3ccc(F)cc3)n2N)n[nH]1
 : 10%, i, 33%, 10%, 4%, -5.7%, -0.1%, -27%, 0.9, 1.6%
- O=C(OCC#CCSc1nc2ccccc2s1)c1ccco1
 : 8%, i, 27%, -4%, -18%, -0.1%, 0.0%, -18%, 4.9, 6.9%
- Cc1cc(=O)oc2c1c(C)nn2-c1nn[nH]n1
 : 8%, i, 24%, 7%, -5%, -5.0%, -0.1%, -22%, 0.4, -2.5%
- COc1cccc(NC(=S)N2c3ccccc3CC2C)c1 (centres undefined)
 : -4%, i, -20%, 14%, -13%, -0.2%, -0.1%, -27%, 0.8, 0.0%
- Cc1c(N)cc(C(=O)N2CCOCC2)cc1[N+](=O)[O-]
 : 4%, i, 17%, 8%, 12%, 4.2%, 0.1%, -13%, 0.9, 1.7%
- CC1CN(C(=O)CSc2nnc(-c3ccccc3)o2)CC(C)O1 (centres undefined)
 : -3%, i, -11%, 0%, -15%, 1.2%, -0.1%, -34%, 0.8, 0.4%
- CC(NC(=O)C(Cc1ccccc1)NC(=O)c1ccccc1)C(=O)O (centres undefined)
 : 5%, i, 8%, 18%, -4%, -4.2%, -0.1%, 24%, 1.8, 0.4%
- COc1cc(C(=O)OCCCN2CCOCC2)ccc1O
 : 17%, i, 1%[20 µM], 6%, 13%, ·, 0.2%, -19%, 0.5, 0.4%
- COc1ccc(NC(=O)N(CCc2ccccc2)Cc2cc3c(C)cc(C)cc3[nH]c2=O)cc1
 : -6%, i, -11%, 8%, 21%, -3.0%, -0.1%, -7%, 1.2, 1.1%
- CCn1c(=O)c([N+](=O)[O-])c(Cl)c2ccccc21
 : 0%, ?, 64%, 11%, -112%, -7.3%, -0.2%, 61%*, ·, 1.5%
- CCn1nnnc1SCC(=O)Nc1nc2ccc(OC)cc2s1
 : -5%, i, -8%, 5%, -4%, -6.8%, 0.2%, -30%, 1.4, 0.1%
- COc1ccc(C(C)C)cc1S(=O)(=O)N1CCN(C)CC1
 : 4%, i, -24%, 6%, 13%, -7.7%, -0.1%, -15%, 0.1, 13%
- Cc1ccc(C)n1-c1ccc(C(=O)NC2CCN(Cc3ccccc3)CC2)cc1
 : 4%, i, -15%, 3%, -6%, 2.4%, 1.0%, -11%, 0.0, 0.1%
- CCOC(=O)Nc1sc(C)nc1-c1ccccc1
 : 19%, i, 20%, 4%, 8%, -1.1%, -0.2%, 5%, 5.9, 4.4%
- Cc1ccc(CCS(=O)(=O)c2ccc(C(C)(C)C)cc2)cn1
 : -9%, i, -35%[20 µM], -15%, 35%, 5.0%, -0.1%, 17%, 0.9, 0.1%
- C/C(=N\Nc1nc(Cl)c(Cl)cc1Cl)c1ccc(S(=O)(=O)NCc2ccco2)cc1
 : -2%, i, -56%, -26%, 15%, 6.2%, 0.0%, 29%, 1.0, -2.3%
- COc1cccc(CN2CC(C(=O)NCc3ccc(C)o3)CCC2=O)c1 (centres undefined)
 : -6%, i, 13%, 7%, 16%, -2.4%, 0.2%, -5%, 0.0, 0.4%
- COc1ccc(NS(=O)(=O)c2ccc(OCC(=O)N3CCOCC3)cc2)cc1Cl
 : -4%, i, -8%, 0%, 27%, -0.1%, 0.3%, -13%, 4.7, -0.8%
- CS(=O)(=O)NCCSCc1ccco1
 : -10%, i, 33%, ·, 10%, 7.3%, 0.2%, -14%, 4.8, -1.4%
- Nc1c(Cl)ncnc1N/N=C/c1cccnc1
 : -4%, i, -2%, -8%, 14%, 6.4%, -0.2%, -11%, 0.8, -0.8%
- COCCSc1nnc(NC(=O)C2CC(=O)N(c3ccccc3)C2)s1 (centres undefined)
 : 23%, i, -13%, -4%, 18%, -2.4%, -0.3%, -44%, 0.5, 0.9%
- COc1cc(OC)cc(-c2cc3nc(C4CCN(C(=O)OC(C)(C)C)CC4)cc(=O)n3[nH]2)c1
 : -5%, i, -11%, 21%, -4%, -4.1%, 0.3%, -21%, 5.6, 48%
- N#Cc1c(-c2ccccc2)nc(SCC(=O)N2c3ccccc3Sc3ccccc32)[nH]c1=O
 : 0%, i, -24%, 15%, 21%, 3.0%, -0.1%, -1%, 0.6, 13µM*
- CCC(=O)NCCc1nc2ccccc2n1Cc1ccccc1
 : -1%, i, 38%, 1%, 7%, 4.1%, 0.4%, -25%, 0.4, 1.4%
- Cc1nn(CC(=O)N(C)C)c(=O)c2ccccc12
 : 3%, i, 24%, -8%, 10%, -0.5%, 0.3%, -6%, 1.2, 1.0%
